Screens from PubChem.
bCat nuc transl = modulators of beta-catenin nuclear translocation, primary screen, imaging, HeLa cells, immunofluorescence, high-content; nuclear translocation activity, % at 5 µM; hit rate 0.3% among 190,000; AID 1665, 2009;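 active = nuclear translocation activity above 50% at 5 µM, with a well cell count of 50 or more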;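 also: per-cell ratio of nuclear to cytoplasmic median beta-catenin stain intensity; plate controls were DMSO negative control for no effect and GSK-3 inhibitor IX positive control for full effect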
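test system = HeLa cells, endogenous beta-catenin | dosing = single 5 µM dose plus 0.02–20 µM confirmation series | times = compound treatment 24 h, 37°C, 5% CO2 | technique = beta-catenin immunofluorescence imaging with DAPI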
P. falciparum M17LAP = P. falciparum M17LAP inhibitors, primary screen, biochemical, fluorogenic H-Leu-NHMec substrate, 1536-well (AID 1619). inhibition, % at 30 µM; hits with a dose series show IC50 in µM. recombinant M17LAP, H-Leu-NHMec fluorogenic kinetic assay; higher % means a stronger effect. hit rate 0.38% among 220,000;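 active = compound inhibiting the enzyme by more than half at any dose during confirmatory dose-response retesting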;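 also: plate controls were full reaction with DMSO carrier for no effect and no enzyme background for full effect; strong numbers were not always called active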
Dynein cargo inh = inhibitors of GR-EGFP nuclear translocation, primary screen, dynein cargo transport inhibitor project, imaging, high-content, 3617.4 mouse cells | test concentration mostly 20 µM; stimulated with dexamethasone, 1 µM; hits give low values | z-score, hits read low | hit rate 0.47% among 220,000 | AID 1381, 2008;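 active = plate z-score of nuclear minus cytoplasmic receptor signal below a set negative limit, without overly bright fluorescence or cell loss, cut at about -3.5 in these data, passing the limit was not always enough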;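 also: z-score of nuclear minus cytoplasmic ring GR-EGFP intensity difference per well; some compounds called inactive have numbers as strong as hits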
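Buffer or medium: tet-free, stripped-serum medium; reagent: dexamethasone at 1.0 µM final, 30 min; incubation: 48 h induction, 1 h compound, 30 min dex at 37 °C; measured by: formaldehyde fixation, Hoechst nuclear stain, 10x automated fluorescence imaging; read-out: nuclear-to-cytoplasmic GR-EGFP distribution per well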
UTI89 phage lysis = inhibition of K1F phage lysis, E. coli UTI89, bacterial capsule biogenesis inhibitors, alamar blue (AID 488966); E. coli UTI89 K1F phage lysis, alamar blue, 2 h; higher % means a stronger effect; inhibition, % at 100 µM, or IC50 in µM where a hit was titrated; hit rate 0.02% among 340,000;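 active = phage lysis inhibition, versus mean bacterial control, above a set limit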;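 also: capsule biogenesis inhibitors block K1F phage lysis so surviving cells raise fluorescence; higher fluorescence means more inhibition of phage lysis; actives were called in the ten point dose series up to 300 µM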
CSM14.1 death rescue = rescue of cells from ER stress-induced death, primary screen, 384-well, CSM14.1, thapsigargin, ATP luminescence (AID 1222); CSM14.1 thapsigargin-induced death rescue, ATP luminescence; higher % means a stronger effect; cellular ATP content (survival), % at 20 µM; hits with a dose series show EC50 in µM; 190,000 tested, under 10 active;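 active = EC50 below 50 µM in the dose-response confirmation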;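 also: death triggered by thapsigargin at about 15 µM added after 2 h compound pretreatment; cell ATP read after overnight thapsigargin exposure of roughly 18 to 22 hours; normalized against plate controls of thapsigargin alone and 5% DMSO vehicle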
Ins promoter up = insulin promoter activators in MIN6 cells, imaging, high-content screening, mouse beta cells. hit rate 0.3% among 190,000. AID 1625, 2009. z-score at 5 µM. MIN6 insulin promoter-GFP reporter; hits give high values;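 active = z-score above 3 at 5 µM with at least 500 cells counted in the well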
MT stabilize HCS = microtubule stabilizers in HeLa cells, primary screen, imaging, high-content imaging | HeLa tubulin immunostaining HCS, 24 h; share of cells brighter than vehicle mean+2SD | % tubulin-high responders, % at 10 µM | hit rate 0.83% among 200,000 | AID 2205, 2009;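 active = plate Z-score above 3 for both tubulin-high and condensed-nucleus cell shares, with cell loss under 80%, at 10 µM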;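 also: anti alpha tubulin signal scored within the nucleus-defined area of each cell; some results filed as inactive read as strong as hits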
M1AAP inhibition = P. falciparum M1AAP inhibitors, biochemical, fluorogenic H-Leu-NHMec substrate, 1536-well (AID 1445); Aminopeptidase N (Plasmodium falciparum (isolate 3D7)); recombinant M1AAP, H-Leu-NHMec fluorogenic kinetic assay; higher % means a stronger effect; one-dose inhibition, % at 30 µM; IC50 in µM for titrated hits; hit rate 0.42% among 220,000;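 active = primary inhibition above the hit cutoff, then over 50% inhibition at one or more dose response concentrations, cut at about 23% in these data, passing the limit was not always enough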;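 also: plate controls were DMSO full reaction for no effect and no enzyme background for full effect; strong numbers were not always called active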
Autophagy HCS = autophagy modulators in MEF cells, primary screen, imaging, high-content, MEF GFP-LC3; MEF GFP-LC3 puncta imaging; test concentration mostly 10 µM; calls only at 10 µM (by protocol); hit rate 0.98% among 190,000; AID 463193, 2010;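 active = percentage of spot-positive cells more than 3 SD above its plate mean, without a fluorescence outlier flag or 80% toxicity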;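 also: spot-positive cell cutoff set from DMSO-treated cells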
Dynein cargo inh cytoplasmic EGFP = further read-out of Dynein cargo inh, marked with its call; z-score; measured here: cytoplasmic GR-EGFP intensity; hits give high values
Dynein cargo inh nuclear GR-EGFP = also measured in Dynein cargo inh; calls as there; z-score; measured here: nuclear GR-EGFP intensity;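 lower value marks the stronger effect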
Dynein cargo inh cell count = further read-out of Dynein cargo inh, marked with its call; z-score; measured here: cell count per field
Ins promoter up cell count = recorded beside Ins promoter up, whose call it bears; cell count; measured here: cytotoxicity, nuclei count;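 total cells summed across four imaged fields per well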
bCat nuc transl cell count 5 µM = recorded beside bCat nuc transl, whose call it bears; cell count; measured here: cell count, cytotoxicity flag
MT stabilize HCS Hoechst-high % = further read-out of MT stabilize HCS, marked with its call; % Hoechst-high responders; measured here: nuclear condensation Hoechst responders;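 share of cells brighter than vehicle mean plus two SD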
MT stabilize HCS cytotoxicity % = further read-out of MT stabilize HCS, marked with its call; toxicity, %; measured here: cytotoxicity by cell density;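 0% = mean cell density of plate MIN control wells and 100% = no cells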
Autophagy HCS cell loss 18 h = second read-out of Autophagy HCS, no call of its own (marks repeat the call); toxicity, %; measured here: cell loss, nuclei count;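 cell loss after 18 h compound exposure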
The depositor's hits bear a star; i = inactive; · = not tested or not shown; + = active, no number; [ ] = remark or other dose. This is a random part of the collection, and some 2.9% of all compounds hit somewhere here.

SMILES | bCat nuc transl | bCat nuc transl cell count 5 µM | P. falciparum M17LAP | Dynein cargo inh | Dynein cargo inh cytoplasmic EGFP | Dynein cargo inh nuclear GR-EGFP | Dynein cargo inh cell count | UTI89 phage lysis | CSM14.1 death rescue | Ins promoter up | Ins promoter up cell count | MT stabilize HCS | MT stabilize HCS Hoechst-high % | MT stabilize HCS cytotoxicity % | M1AAP inhibition | Autophagy HCS | Autophagy HCS cell loss 18 h
CCn1c(SCC(=O)Nc2cc(OC)c(OC)c(OC)c2)nnc1-c1cccs1 | -0.6 | 815 | 8% | -0.95 | -0.17 | -0.31 | 0.46 | 0.7% | -0.5% | -4.1 | 815 | 2.0 | 1.9 | 6.8 | 9% | i | -8
CCOC(=O)c1c(N)n(C2CC(C)(C)NC(C)(C)C2)c2nc3ccccc3nc12 | -2.5 | 1011 | -437% | -0.7 | 0.11 | -0.45 | 0.38 | 0.3% | -0.4% | -0.87 | 1267 | 4.0 | 1.4 | 3.7 | 20% | i | -4
O=S(=O)(/N=S1/CC=CCN1S(=O)(=O)c1ccccc1)c1ccccc1 (stereo unspecified) | · | · | 11% | -0.66 | -0.27 | -0.54 | 0.33 | 2.9% | · | 0.42 | 1101 | 1.6 | 1.0 | 26 | 4% | i | 5
O=C(CSc1nnc(-c2ccncc2)n1Cc1ccccc1)NCCc1ccccc1 | · | · | 7% | -0.37 | -0.3 | -0.42 | 0.87 | 7.8% | -0.6% | 0.51 | 754 | 1.4 | 2.0 | 14 | 5% | i | 0
CC(C)c1ccc2[nH]c3nc(SCC(=O)N4CCOCC4)nnc3c2c1 | -0.3 | 1042 | -1% | 0.76 | -0.28 | 0.5 | -0.33 | 0.2% | -2.6% | 1 | 1129 | 2.6 | 1.6 | 10 | 11% | i | 9
CCN(CC)S(=O)(=O)c1ccc2c(c1)nc(CCC(=O)OCC(=O)Nc1c(F)cccc1F)n2C | -0.8 | 921 | 5% | 1.7 | -0.18 | 1.1 | -1.7 | 2.3%[50 µM] | -1.6% | 0.42 | 1317 | 4.7 | 1.9 | 4.4 | 0% | i | -2
CCOC(=O)c1nn(-c2ccccc2)c(=O)cc1SC(C)CC (stereo unspecified) | -1.0 | 870 | -8% | -0.32 | -0.045 | -0.39 | 0.25 | -0.7% | -1.4% | -0.68 | 1413 | 2.2 | 1.3 | 4.2 | 6% | i | 27
O=C(N/N=C/C1CC2C=CC1C2)c1ccccc1O (stereo unspecified) | -0.9 | 1353 | 15% | 1.7 | -0.18 | 0.86 | -1.3 | 0.4% | · | 0.24 | 1014 | · | · | · | 14% | · | ·
CCCS(=O)(=O)c1nc(C)cc(C)c1S(C)(=O)=O | -0.1 | 1116 | 3% | 1.2 | -0.36 | -0.069 | -0.16 | 0.5% | -0.1% | 0.12 | 1375 | 1.3 | 2.8 | 2.4 | -3% | i | 1
CSc1ccc(S(=O)(=O)Nc2ccc3c4c(cccc24)CC3)cc1 | 0.8 | 1409 | -15% | -0.5 | -0.16 | -0.33 | 0.12 | 0.5% | -2.9% | 1.4 | 1565 | 2.4 | 1.5 | 3.9 | 2% | i | 5
CC1CN(C(=O)c2cccn(Cc3c(Cl)cccc3Cl)c2=O)CC(C)O1 (stereo unspecified) | -0.1 | 1527 | -3% | 0.028 | -0.26 | 0.044 | 0.29 | 0.3% | -1.1% | -0.39 | 1507 | 2.0 | 1.9 | 9.7 | 1% | i | -27
COc1ccc(S(=O)(=O)Nc2nnc(Cc3ccc(OC)c(OC)c3)s2)cc1 | -0.5 | 1541 | 42% | 0.35 | -0.15 | 0.74 | -1.2 | -0.3% | 0.6% | · | · | 2.2 | 1.0 | 1.9 | 11% | i | -17
COc1ccc(N=c2oc3ccccc3cc2C(=O)Nc2ccccn2)cc1OC | 0.9 | 1364 | 26% | -0.52 | -0.12 | -0.41 | -0.12 | · | -1.1% | 0.03 | 976 | 1.5 | 2.4 | 3.0 | 3% | + | -7.9*
N#Cc1c(-n2cccc2)cccc1-n1cccc1 | 1.3 | 1401 | 6% | -0.48 | -0.18 | -0.37 | 0.49 | 4.3% | -1.6% | 0.89 | 1498 | 1.1 | 1.2 | 8.3 | 0% | i | -7
Cc1nn(-c2ccccc2)c2sc(C(=O)N3CCOCC3)cc12 | -3.2 | 547 | 9% | 0.91 | -0.28 | 0.63 | -0.51 | -2.3% | -2.5% | · | · | 1.6 | 1.5 | 8.5 | 7% | i | -2
CN(CC(=O)NC1CCCC1)S(=O)(=O)c1cnc[nH]1 | -1.2 | 1139 | 7% | 0.63 | -0.27 | 0.36 | -0.4 | -0.4% | 11% | 0.31 | 1293 | 4.7 | 1.6 | 8.1 | -1% | i | 0
CC(=O)NCc1ccc(S(=O)(=O)NC2CCN(Cc3ccccc3)CC2)cc1 | 0.5 | 1413 | 1% | -0.53 | -0.72 | -0.59 | 0.23 | · | · | -0.3 | 1046 | · | · | · | 0% | · | ·
C[C@@H](C(=O)Nc1cccc(S(=O)(=O)N2CCOCC2)c1)N1C(=O)C2CC=CCC2C1=O (stereo partly specified) | -1.4 | 990 | 14% | -0.7 | -0.031 | -0.32 | 1.1 | -3.3% | -1.3% | 0.06 | 1563 | 3.5 | 2.0 | 3.9 | 16% | i | 11
O=C(NNC(=O)c1ccccc1Br)c1cccc(Cl)c1 | -0.1 | 1468 | 1% | -0.45 | -0.23 | -0.63 | 0.4 | -0.6% | -1.8% | 1.2 | 1239 | 0.9 | 3.0 | 6.2 | 3% | i | 8
CCCCn1c(SCC(=O)N(C)C)nnc1-c1ccncc1 | -0.1 | 1468 | -1% | 1.1 | -0.31 | 0.15 | -0.18 | -0.4% | -1.1% | -0.03 | 1433 | 3.4 | 1.3 | 7.3 | 2% | i | 3
COc1cc(OC)cc(C(=O)N(CCCN2C(=O)c3cccc4cccc(c34)C2=O)c2cccc(OC)c2)c1 | 1.5 | 1034 | -1% | -0.044 | -0.28 | 0.0046 | 0.85 | -0.5% | 0.1% | -0.3 | 1268 | 3.6 | 2.8 | 11 | 0% | i | -4
CC1(C)C(CSc2nc3ccccc3[nH]2)C1(Cl)Cl (stereo unspecified) | 1.1 | 1044 | 1% | 1.1 | -0.34 | 0.45 | 0.51 | -0.1% | -2.7% | · | · | 1.5 | 1.3 | 5.1 | -1% | i | -25
S=C(Nc1cccc(Br)c1)c1ccccc1 | · | · | 6% | 0.82 | -0.041 | 0.38 | -1.3 | 0.1% | -3.0% | 1.5 | 1104 | 4.4 | 2.4 | 11 | 8% | i | -7
O=C(O)C1C2C=CC(C2)C1C(=O)NCc1cccnc1 (stereo unspecified) | -1.4 | 1185 | 14% | 0.02 | -0.23 | 0.038 | 0.85 | -0.2% | -0.1% | 0.35 | 1323 | 1.6 | 1.5 | 2.6 | 2% | i | -6
CC(=O)c1nnn(-c2ccccc2C#N)c1C | -0.2 | 1191 | 1% | 0.81 | -0.18 | 0.39 | -0.6 | 0.4% | · | 0.19 | 1477 | · | · | · | 7% | · | ·
NS(=O)(=O)c1ccc(NC(=O)CN2CCN(Cc3ccccc3)CC2)cc1 | 3.8 | 1065 | 1% | 1.1 | -0.26 | 0.54 | 0.17 | 0.0% | 4.3% | -0.6 | 1202 | 3.0 | 2.2 | 5.0 | -2% | i | 4
CCCCN(C)CCn1c(=S)[nH]c2ccc(N3CCOCC3)cc2c1=O | · | · | -21% | 0.69 | -0.19 | 0.82 | -0.46 | 0.2% | -1.9% | -0.1 | 1205 | 2.7 | 1.1 | 10 | -6% | i | -7
COc1ccc(/C=C/C(=O)N/C(=C\c2ccco2)C(=O)NCCc2nc3ccccc3[nH]2)cc1 | -2.0 | 1149 | 2% | -0.71 | -0.18 | -0.048 | 0.56 | -0.5% | -0.4% | -0.14 | 1548 | 5.5 | 2.7 | 6.5 | 3% | i | 1
CN(CC(=O)Nc1cccc2ccccc12)C(=O)c1cccc(S(=O)(=O)N(C)C)c1 | 0.6 | 1248 | -4% | -0.39 | -0.7 | -0.018 | -0.54 | 0.0% | · | -0.61 | 1094 | · | · | · | 5% | · | ·
Cc1ccsc1C(=O)Nc1ccccc1N1CCOCC1 | 0.6 | 1148 | -7% | -0.44 | 0.11 | 0.055 | 0.78 | 0.1% | -0.1% | -0.24 | 868 | 2.6 | 1.9 | 5.0 | 1% | i | -4
